M1 ag parental: nonselective activator or artifact in parental CHO-K1 cells. Fluo-8 calcium fluorescence; scaled to maximal ATP response, vehicle zero. activation, % at 3 µM. hit rate 0.48% among 360,000. AID 602248; in the data active = activation above about 15%;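 note: untransfected CHO-K1 host cells lacking M1 receptor as counterscreen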
CHRM1 PAM: positive allosteric modulators of human M1 muscarinic receptor. activation, % at 3 µM. hit rate 0.088% among 360,000. CHO-K1 hM1, Fluo-8 calcium fluorescence, ACh EC20; 0% = ACh EC20, 100% = maximal ACh. P11229; in the data active = activation above about 19%, passing the limit was not always enough
Target sequence (P11229 whole entry, looked up): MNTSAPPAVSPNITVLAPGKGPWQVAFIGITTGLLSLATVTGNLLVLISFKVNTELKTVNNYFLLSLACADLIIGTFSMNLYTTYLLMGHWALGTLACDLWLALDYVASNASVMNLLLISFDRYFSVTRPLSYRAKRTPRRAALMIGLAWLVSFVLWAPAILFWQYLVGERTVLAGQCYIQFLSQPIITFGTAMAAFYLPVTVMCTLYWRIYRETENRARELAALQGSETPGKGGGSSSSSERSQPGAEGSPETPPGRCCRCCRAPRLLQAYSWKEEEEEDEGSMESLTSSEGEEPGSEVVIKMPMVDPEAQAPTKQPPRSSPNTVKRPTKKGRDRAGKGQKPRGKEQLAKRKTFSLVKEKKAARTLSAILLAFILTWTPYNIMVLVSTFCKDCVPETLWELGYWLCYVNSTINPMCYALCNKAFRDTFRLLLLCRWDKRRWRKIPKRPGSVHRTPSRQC
CHRM1 agonist: activates human CHRM1 receptor; CHO-K1 hM1, Fluo-8 calcium fluorescence, agonist mode; 0% DMSO, 100% acetylcholine EC100; activation, % at 3 µM; hit rate 0.33% among 360,000; AID 588814;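 active = activation above the run's mean compound activation plus 3 SD, cut at about 16% in these data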;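 note: peak over basal fluorescence ratio within a 140 s kinetic read after compound addition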
TAAR1 antag: human TAAR1 antagonism; AID 624466; CHO RD-HGA16 TAAR1, Fluo-8 calcium fluorescence, antagonist; inhibition, % at 3 µM; hit rate 1.5% among 360,000;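 active = inhibition above a per-plate cutoff, the mean inhibition of test compounds on that plate plus 3 SD, cut at about 49% in these data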;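 note: 0% = DMSO plus EC80 beta-PEA response and 100% = DMSO alone without agonist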
Target sequence (Q96RJ0 whole entry, looked up): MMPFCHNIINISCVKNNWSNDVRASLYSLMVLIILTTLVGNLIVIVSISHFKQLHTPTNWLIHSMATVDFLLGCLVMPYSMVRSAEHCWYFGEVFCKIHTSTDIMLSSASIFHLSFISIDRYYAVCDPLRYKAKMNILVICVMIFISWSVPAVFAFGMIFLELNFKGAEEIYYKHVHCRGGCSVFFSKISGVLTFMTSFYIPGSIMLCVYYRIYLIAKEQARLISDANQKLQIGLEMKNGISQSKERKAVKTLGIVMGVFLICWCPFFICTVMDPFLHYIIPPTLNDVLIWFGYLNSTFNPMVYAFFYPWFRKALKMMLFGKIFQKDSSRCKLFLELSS
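Test system – hTAAR1-expressing CHO RD-HGA16 cells, Gα16-coupled · Also added – β-PEA at EC80 concentration, post-compound challenge · Compound – 3 µM, single point · Incubation – dye loading 75 min at 37 °C, then 30 min room temperature · Measured by – Fluo-8 intracellular calcium dye fluorescence, real-time kinetic reads · Benchmarks – vehicle and agonist controls · Replicates – singlicate, one well per test compound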
CHO-K1 Ca antag: M1 antagonist counterscreen hit in parental CHO-K1 cells. hit rate 0.6% among 360,000. inhibition, % at 3 µM. ATP-induced calcium, Fluo-8 fluorescence. AID 602250;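 active = inhibition above a per-plate cutoff, the plate's mean sample inhibition plus 3 SD, cut at about 24% in these data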;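 note: 0% = DMSO plus EC80 ATP and 100% = DMSO alone without ATP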
CHO-K1 Ca PAM: nonselective activator or artifact in parental CHO-K1 calcium assay; hit rate 0.02% among 360,000; activation, % at 3 µM; AID 602247; ATP EC20, Fluo-8 calcium fluorescence; 0% at ATP EC20, 100% at ATP max;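 active = activation above the run cutoff, the mean activation of all test compounds plus 3 SD, cut at about 40% in these data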;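 note: peak over basal fluorescence ratio in a 140 s read after ATP addition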
TAAR1 agonist: human TAAR1 agonism. Q96RJ0. activation, % at 3 µM. CHO RD-HGA16 TAAR1, Fluo-8 calcium fluorescence; vehicle wells 0%, saturating PEA agonist 100%. AID 624467. hit rate 0.99% among 360,000;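 active = activation above the mean activation of all test compounds in the run plus 3 SD, cut at about 38% in these data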
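Assay system – CHO-derived RD-HGA16 cells with stable Gα16 and human TAAR1 · Compound dosing – one-point dosing at 3 µM (nominal) · Incubation – 17-24 h seeding, 75 min 37 °C dye, 30 min RT · Measured by – kinetic Fluo-8 calcium fluorescence · Control set – DMSO vehicle as 0%, PEA at EC100 as 100% · Repeats – single well for each compound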
CHRM1 antagonist: antagonists of human M1 muscarinic receptor; P11229; AID 588852; CHO-K1 hM1, Fluo-8 calcium fluorescence, ACh EC80 antagonist; inhibition, % at 3 µM; hit rate 1.3% among 360,000;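 active = percent inhibition above its own plate's cutoff, namely the mean of that plate's compound wells plus 3 SD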;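 note: peak over basal fluorescence ratio during 140 s after agonist addition; 0% = ACh EC80 plus DMSO and 100% = DMSO alone without agonist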
CHO parental Ca: signal in parental CHO cells, OX1R antagonist counter-screen; inhibition, % at 5.6 µM; parental CHO-K1, ATP-induced calcium, Fluo-8 fluorescence; hit rate 0.63% among 330,000;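 active = inhibition above that plate's mean sample inhibition plus 3 SD, cut at about 26% in these data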;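 note: 0% = ATP-challenged DMSO wells and 100% = DMSO wells without ATP; some compounds past the cut are filed as inactive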
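Measured by: calcium-sensitive Fluo-8 fluorescence / Test system: CHO parental line / Controls: ATP-challenged DMSO wells low, unchallenged DMSO wells high / Measure: % inhibition / Compound: single nominal dose of 5.6 µM per compound / Replicates: single well per compound, no replicates / Reagent: ATP as calcium-mobilizing challenge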
An asterisk follows results filed as active; . = not tested or not shown.

SMILES	M1 ag parental	CHRM1 PAM	CHRM1 agonist	TAAR1 antag	CHO-K1 Ca antag	CHO-K1 Ca PAM	TAAR1 agonist	CHRM1 antagonist	CHO parental Ca
COc1ccc(C(=O)c2ccc3oc(-c4ccc(OC)cc4)c(C#CCCO)c3c2)cc1	0.1	4	-2	12	-8	0	0	-4	-19
Cc1ccc(-n2ncc3c(=O)[nH]c(SCC(=O)N4CCC(C)CC4)nc32)cc1C	-0.4	8	3	-16	-1	-8	0	-10	.
CN(C)c1ccc(Nc2cc(Cl)ncn2)cc1	0.1	-1	-4	-5	-8	0	10	2	-12
Cc1cc(NC(=O)CSc2nnc(-c3ccccc3F)n2C)no1	-0.6	18	-4	-20	-11	-6	8	-17	0
O=C(NNC(=O)c1ccc([N+](=O)[O-])o1)c1ccccc1	0.7	5	1	-8	1	-1	8	-3	-7
CCCN(CCC)C1CC(=O)N(Cc2ccccc2)C1=O (stereo unspecified)	0.3	3	-3	-4	3	9	6	-5	1
CS(=O)(=O)N(CC(O)CON=C1c2ccccc2-c2ccccc21)c1ccc(F)cc1 (stereo unspecified)	4.9	-2	-1	43	-3	18	16	8	-5
COc1ccc(F)cc1S(=O)(=O)NCC(=O)NCc1cc(=O)n(C)c(=O)n1C	1.0	3	-2	-19	-21	17	0	-7	-17
COc1cc(CN2CCC(C(=O)NC3CCCC3)CC2)cc(OC)c1O	-0.1	1	-3	15	8	-4	1	8	-6
N#CC1=C(N)OC2=C(C(=O)CCC2)C1c1cccs1 (stereo unspecified)	-0.1	10	-9	12	16	1	0	3	-9
CCC(OC(=O)c1ccco1)C(=O)NCc1ccc(OC)cc1 (stereo unspecified)	0.8	0	-2	-16	-7	-12	23	2	-1
CC1CCCC(NC(=O)COC(=O)c2ccc3c(c2)OCCO3)C1C (stereo unspecified)	0.2	7	-5	4	-13	1	2	-2	-8
CS(=O)(=O)N1CCc2cc(-c3csc(NC(=O)Cc4ccccc4)n3)ccc21	6.5	-13	-8	26	-7	5	12	18	-9
Oc1cccc(N2Cc3ccccc3C2)c1	1.7	-5	-5	.	-9	-7	.	4	-1
CNc1ccc(-c2cccc([N+](=O)[O-])c2)cn1	0.0	3	-8	5	0	8	-2	7	.
COc1ccc(N2CCN(Cc3nc4c(c(=O)n(C)c(=O)n4C)n3CCc3ccccc3)CC2)cc1	-0.2	10	5	-30	27*	-5	1	-15	-10
COc1ccc(C(=O)NCc2ccc3c(c2)OCO3)cc1S(=O)(=O)N(C)Cc1ccccc1	1.6	-6	-5	17	4	-4	3	12	-9
O=C(N/N=C/c1ccc(N2CCOCC2)s1)c1ccccc1Cl	0.5	-1	-6	20	2	1	0	3	8
Cc1ccc(OCc2nnc(SCC(=O)Nc3nccs3)n2-c2ccccc2)cc1C	0.3	-3	-2	4	-5	11	2	2	-4
O=C(O)/C=C/C(=O)Nc1ccccc1-c1ccccc1NC(=O)/C=C/C(=O)O	0.1	3	1	-20	-6	19	1	-5	-5
CCN1CCn2c3c(c4cc(Cl)ccc42)CCCC31 (stereo unspecified)	-0.1	4	-6	-24	-4	5	14	-33	-31
O=c1c2c(nc3nc(CCc4ccccc4)[nH]n13)CCC2	0.3	7	-4	-16	-15	23	8	-20	-1
O=C(COC(=O)c1cccc(Br)c1)NC1CCCCCCC1	-0.1	-9	-6	13	4	-7	0	16	.
CCOC(=O)[C@]12CCC=C1N(Cc1ccco1)C(=O)[C@H](CC(=O)NCCCCc1ccccc1)C2	-0.3	.	.	-20	20	-5	3	.	.
OCc1cccc(-c2csc(C(O)(c3ccccc3)C(F)(F)F)n2)c1 (stereo unspecified)	4.8	-2	-4	12	5	7	2	-3	.
Cc1ccc(C(C(=O)NCC2CCCO2)N(Cc2ccccc2F)C(=O)Cn2nnc(-c3cccs3)n2)cc1 (stereo unspecified)	0.3	0	-3	20	-19	9	12	3	-27
Cc1ccc(OCc2ccc(C(=O)NCC3CCCO3)cc2)cc1 (stereo unspecified)	1.6	10	-6	-5	-5	25	6	-10	-13
Nc1nnc(SCc2cccc(C(F)(F)F)c2)s1	1.4	0	-3	6	-10	3	-3	-1	-8
O=C(NC(Sc1ccc(Cl)cc1)C(=O)O)c1ccccc1 (stereo unspecified)	0.5	16	1	-1	5	-8	0	-3	.
Cc1[nH]n(C(N)=S)c(=O)c1N=Nc1ccccc1C(F)(F)F	4.6	-2	2	8	-5	-21	4	0	2
Cc1ccc(C)c(S(=O)(=O)Nc2ccc(S(=O)(=O)Nc3onc(C)c3C)cc2)c1	0.0	3	-3	-14	1	12	-2	-3	.
COc1ccc(/C=N/NC(=O)OC(C)(C)C)cc1OC	3.0	6	-5	16	4	5	6	-1	-5
CCN(C(=O)c1cnc(NC(C)C)cc1C(F)(F)F)c1ccc(Cl)cc1Cl	1.3	-3	-7	-17	-21	19	-3	4	-24
CCOC(=O)c1c(-c2cc(OC)c(OC)c(OC)c2)csc1N	0.6	5	-3	-22	-17	15	6	-15	.
CCN(CC)c1nc(N2CCOCC2)c(C#N)c2c1CN(C)CC2	0.1	6	-2	-7	-5	17	6	-7	-23
COc1ccc(NC2(c3ccc(Cl)cc3)C(=O)c3ccccc3C2=O)cc1	-0.5	5	-1	22	-2	-2	1	-8	-9
Cn1nc(-c2ccccc2)cc1NC(=O)C1CCCCC1	1.0	4	0	-18	-4	15	0	-5	7
COC(=O)c1cc2n(n1)CCN(Cc1ccccc1Cl)C2=O	0.4	-2	-3	16	-3	6	2	5	-6
O=C1OC(c2ccccc2)=C/C1=C/c1cccs1	-0.2	6	-8	-1	-2	2	-3	-8	-20
CC(=O)Nc1ccc(Nc2nnc(-c3ccc(C)c(S(N)(=O)=O)c3)c3ccccc23)cc1	0.9	13	-6	-2	-17	11	-1	-15	-8
O=C(NCc1ccc2c(c1)OCO2)c1cc(Cl)ccc1Cl	0.0	15	-4	-12	-6	12	-2	-21	-5
CCn1c(SC(C)C)nnc1C1CCN(S(=O)(=O)c2ccc(OC)cc2)CC1	0.6	5	-3	1	-7	2	5	-4	1
Cc1ccc([N+](=O)[O-])cc1NC(=O)CCSc1ccc(Cl)cc1	5.0	-12	-3	37	9	-2	9	25	-13
C=CCn1c(=O)c(C(=O)NCc2ccc3c(c2)OCO3)c(O)c2cc(OC)c(OC)cc21	8.8	6	-2	2	9	-1	3	-1	.
O=C(Nc1ccccc1)c1cccc(NC(=O)c2ccco2)c1	10	7	2	11	-5	26	3	-6	1
O=C(NCCc1ccc(Cl)cc1)c1cc2ccccn2n1	4.8	5	-1	-8	-22	24	8	-10	-12
CCN1C(=O)/C(=C2\SC(=S)N(CCCOC)C2=O)c2ccccc21	0.3	6	-1	-1	-8	21	0	-14	-11
O=C(CCCCCNC(=S)Nc1ccc(Cl)cc1)C[N+](=O)[O-]	-0.1	9	-9	-2	1	5	5	-4	-1

Exported with each value named: four of the compounds above
O=C1OC(c2ccccc2)=C/C1=C/c1cccs1
  M1 ag parental: -0.2
  CHRM1 PAM: 6
  CHRM1 agonist: -8
  TAAR1 antag: -1
  CHO-K1 Ca antag: -2
  CHO-K1 Ca PAM: 2
  TAAR1 agonist: -3
  CHRM1 antagonist: -8
  CHO parental Ca: -20

CC(=O)Nc1ccc(Nc2nnc(-c3ccc(C)c(S(N)(=O)=O)c3)c3ccccc23)cc1
  M1 ag parental: 0.9
  CHRM1 PAM: 13
  CHRM1 agonist: -6
  TAAR1 antag: -2
  CHO-K1 Ca antag: -17
  CHO-K1 Ca PAM: 11
  TAAR1 agonist: -1
  CHRM1 antagonist: -15
  CHO parental Ca: -8

O=C(NCc1ccc2c(c1)OCO2)c1cc(Cl)ccc1Cl
  M1 ag parental: 0.0
  CHRM1 PAM: 15
  CHRM1 agonist: -4
  TAAR1 antag: -12
  CHO-K1 Ca antag: -6
  CHO-K1 Ca PAM: 12
  TAAR1 agonist: -2
  CHRM1 antagonist: -21
  CHO parental Ca: -5

CCn1c(SC(C)C)nnc1C1CCN(S(=O)(=O)c2ccc(OC)cc2)CC1
  M1 ag parental: 0.6
  CHRM1 PAM: 5
  CHRM1 agonist: -3
  TAAR1 antag: 1
  CHO-K1 Ca antag: -7
  CHO-K1 Ca PAM: 2
  TAAR1 agonist: 5
  CHRM1 antagonist: -4
  CHO parental Ca: 1

The listing continues:
SMILES	M1 ag parental	CHRM1 PAM	CHRM1 agonist	TAAR1 antag	CHO-K1 Ca antag	CHO-K1 Ca PAM	TAAR1 agonist	CHRM1 antagonist	CHO parental Ca
CN(C)c1ccc(-c2ccnc3c2CC(C)(C(=O)NCCc2ccccc2)O3)cc1 (stereo unspecified)	-0.2	3	-7	-2	4	-9	-3	-6	.
CCN(c1ccc(NC(=O)CSCc2c(C)noc2C)cc1)C(C)C	0.8	-4	-8	13	-9	6	7	6	-10
COc1ccc(C2N3CC4(C)CN2CC(C)(C3)C4O)cc1 (stereo unspecified)	0.0	11	-5	-6	11	-7	2	-12	-10
COC(=O)c1ccc2nc3c(cc2c1)[C@@H]1CCN2C(=O)CCC[C@H](C3)[C@H]12	1.2	8	-5	5	-18	27	7	-12	.
O=C(CSc1nnc(-c2cccnc2)o1)Nc1cccc(F)c1	0.5	4	-2	6	2	-7	3	-2	-24
C=CCN1C(=O)c2ccc(C(=O)N(C)CC(=O)Nc3ccccc3Cl)cc2C1=O	0.4	3	1	-14	-2	20	1	-7	-14
COc1ccc2nc(-n3c(O)c(C4=c5ccccc5=NC4=O)[nH]c3=S)sc2c1	-0.1	12	4	19	-3	27	3	-9	2
CC(C)NC(=O)N(C)C[C@H]1OCCCC[C@H](C)Oc2ccc(NS(=O)(=O)c3ccccc3)cc2C(=O)N([C@H](C)CO)C[C@H]1C	0.2	-1	-4	0	2	-9	2	-2	.
O=C(c1cc(-c2cccs2)nc2ccccc12)N1CCN(c2ccccc2)CC1	5.0	-9	-3	44	2	22	18	17	-14
O=C1C2C3C=CC(CC3)C2C(=O)N1c1ccc(Cl)cc1Cl (stereo unspecified)	1.8	15	0	5	1	14	6	-16	0
CCOc1ccc(C(C)NC(=O)Cc2ccccc2F)cc1OCC (stereo unspecified)	0.3	3	-5	-24	-10	2	2	5	-21
Cc1cccc2nc(CNC(=O)CC3C(=O)NCCN3Cc3cccc(F)c3)cn12 (stereo unspecified)	-0.2	1	-3	-2	-3	12	1	1	-8
C=CCn1c(NCCc2ccccc2)nc2c1c(=O)n(C)c(=O)n2C	6.3	-6	0	12	12	6	12	20	12
Cc1cccc(NC(=O)CSc2ccc(-c3ccco3)nn2)c1	3.1	2	-6	-11	-16	21	0	0	1
CCc1cccc(NC(=O)CN(c2ccc(C)cc2)S(=O)(=O)c2c(C)noc2C)c1	0.8	-5	-3	36	-8	-6	1	5	-20
O=C(OCC(=O)N1CCN(c2ccccc2)CC1)C1=COCCO1	0.6	5	-3	3	-2	9	2	0	-2

Screening results from PubChem.

An unsorted share of the library. Share with any hit: about 4.4%.
